Efa HMGR inh: inhibitors of E. faecalis class II HMGR, primary screen, biochemical, Enterococcus faecalis. HMG-CoA reductase (Enterococcus faecalis, mvaE). purified E. faecalis HMGR, NADPH absorbance 340 nm kinetic. inhibition, % at 10 µM. 190,000 compounds, 0.41% hits. AID 1066, 2008;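 active = inhibition above a set limit, the median over all tested compounds plus 3 SD, cut at about 9.5% in these data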;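 also: enzyme runs in reverse so mevalonate oxidation gives rising NADPH absorbance; 0% = complete reaction with DMSO and 100% = background rate lacking mevalonate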
DTT redox prof: compounds producing H2O2 with reducing agent – biochemical, NIH compound library profiling, artefact control for MLSCN library redox annotation, primary screen. AID 878, 2007. DTT-dependent redox cycling H2O2, phenol red/HRP absorbance; 100% = 100 µM peroxide control, 0% = buffer. activation, % at 10 µM. 200,000 compounds, 0.03% hits;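 active = activation of at least 50% relative to the plate's high and low controls in the primary single-dose screen; inactive = activation below 50%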;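 also: compound incubated with DTT at 0.8 mM final as the reducing agent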
TLR4-MyD88 BLA: inhibitors of TLR4-MyD88 association in cells, primary screen, cell-based, HeLa CL3-4, BLA complementation, FRET ratio. Toll-like receptor 4 (Homo sapiens) + Myeloid differentiation primary response protein …. HeLa CL3-4 TLR4/MyD88 BLA complementation. inhibition, % at 8.4 µM. 200,000 compounds, 0.18% hits; in the data active = inhibition above about 25%;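 also: 0% = vehicle and 100% = reference inhibitor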
Target sequence (O00206 whole entry, looked up): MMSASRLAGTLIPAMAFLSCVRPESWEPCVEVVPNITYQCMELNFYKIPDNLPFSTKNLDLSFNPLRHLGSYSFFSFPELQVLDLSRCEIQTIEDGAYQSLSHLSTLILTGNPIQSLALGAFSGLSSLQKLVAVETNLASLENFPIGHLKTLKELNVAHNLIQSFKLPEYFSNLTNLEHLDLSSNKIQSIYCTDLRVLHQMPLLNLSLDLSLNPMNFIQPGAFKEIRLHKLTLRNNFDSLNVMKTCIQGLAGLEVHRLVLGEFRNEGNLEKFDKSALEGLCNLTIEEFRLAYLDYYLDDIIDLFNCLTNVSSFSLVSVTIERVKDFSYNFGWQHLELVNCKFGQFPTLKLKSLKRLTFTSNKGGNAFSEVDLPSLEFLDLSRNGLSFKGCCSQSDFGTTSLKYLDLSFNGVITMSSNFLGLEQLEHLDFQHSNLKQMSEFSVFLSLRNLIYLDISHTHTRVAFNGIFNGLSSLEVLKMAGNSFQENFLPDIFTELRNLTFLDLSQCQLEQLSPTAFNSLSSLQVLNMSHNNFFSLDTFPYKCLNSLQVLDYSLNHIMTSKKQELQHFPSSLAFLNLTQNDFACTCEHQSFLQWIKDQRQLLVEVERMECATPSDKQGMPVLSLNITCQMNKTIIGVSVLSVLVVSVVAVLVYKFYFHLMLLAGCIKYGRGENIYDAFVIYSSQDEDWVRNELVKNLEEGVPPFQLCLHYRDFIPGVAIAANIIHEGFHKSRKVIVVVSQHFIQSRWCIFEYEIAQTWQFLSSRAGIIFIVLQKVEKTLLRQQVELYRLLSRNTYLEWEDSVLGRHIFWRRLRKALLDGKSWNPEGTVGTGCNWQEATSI
Target sequence (Q99836 whole entry, looked up): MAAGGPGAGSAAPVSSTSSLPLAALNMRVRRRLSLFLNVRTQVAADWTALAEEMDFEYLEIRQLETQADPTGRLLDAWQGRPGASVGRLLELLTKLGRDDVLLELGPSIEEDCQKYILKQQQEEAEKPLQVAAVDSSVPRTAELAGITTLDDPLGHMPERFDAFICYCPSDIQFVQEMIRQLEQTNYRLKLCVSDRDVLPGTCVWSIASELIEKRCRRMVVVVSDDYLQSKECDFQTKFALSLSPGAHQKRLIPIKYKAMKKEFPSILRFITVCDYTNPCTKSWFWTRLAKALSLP
STAT3 blocker: IL-6 driven STAT3 reporter inhibitors, primary screen, U3A cells, luciferase, luminescence, MLSCN library | 190,000 compounds, 0.89% hits | inhibition, % at 5.5 µM | IL-6 STAT3-luciferase reporter; host cell line lacks STAT1;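 active = inhibition above the mean inhibition across all screened compounds plus 3 SD, cut at about 44% in these data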;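 also: 0% = DMSO only wells and 100% = 100 µM nifuroxazide control wells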
STAT1 activator: STAT1 signaling activators, primary screen, cell-based, HTS, luciferase reporter | NIH 3T3 STAT1-luciferase reporter, IFN-gamma, luminescence; 100% = IFN-gamma alone, no compound | activation (% of control), % at 5.5 µM | 200,000 compounds, 2.6% hits | AID 932, 2007;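 active = activation above the screen-wide mean activation plus 3 SD, cut at about 130% in these data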;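 also: raw ratio to IFN-gamma control signal so 100% means no change and 0% no light; values of inactives mirror those of a sister screen read the other way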
APP 5'UTR act: activators of APP 5'UTR luciferase reporter, primary screen, SH-SY5Y cells. SH-SY5Y APP 5'UTR luciferase reporter, luminescence; zero percent = DMSO vehicle wells. 190,000 compounds, 1% hits. activation, % at 2 µM;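 active = activation above a set limit, based on mean plus 3 SD of controls, cut at about 140% in these data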; also: values of inactives mirror those of a sister screen read the other way
NF-kB expr up: activators of NF-kB expression in neurons, primary screen, cell-based, HTS | AID 1239, 2008 | 190,000 compounds, 1.6% hits | human neuronal cells, NF-kB reporter expression; stronger effect = higher value | fold change at 12.5 µM; in the data active = fold change above about 3.3
Hsp70 activator: Hsp70 transcriptional activators, primary screen, cell-based, HeLa, Hsp70 promoter luciferase, luminescence, 10 µM. activation, % at 10 µM. AID 1203, 2008. HeLa Hsp70 promoter luciferase reporter; scaled: vehicle 0, proteasome-inhibitor control 100%. 200,000 compounds, 0.04% hits;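 active = activation above the mean across all tested compounds plus 3 SD, cutoff set per campaign, cut at about 5.5% in these data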;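 also: 100% = MG132 at 30 µM as the positive control and 0% = DMSO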
STAT1 blocker: STAT1 signaling inhibitors, primary screen, cell-based, HTS, luciferase reporter; inhibition, % at 5.5 µM; AID 920, 2007; 200,000 compounds, 0.35% hits; NIH 3T3 STAT1-luciferase reporter, IFN-gamma, luminescence;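 active = inhibition above a set limit, the mean inhibition across all tested compounds plus 3 SD, cut at about 34% in these data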;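 also: 0% = IFN-gamma with DMSO and 100% = IFN-gamma with 300 µM nifuroxazide; values of inactives mirror those of a sister screen read the other way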
STAT3 activator: IL-6 driven STAT3 reporter potentiators, primary screen, U3A cells, luciferase, luminescence, MLSCN library | IL-6 STAT3-luciferase reporter; 100% = signal with IL-6 EC80 alone | activation (% of control), % at 5.6 µM | 190,000 compounds, 0.91% hits;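 active = activation above the screen-wide mean of compound activation plus 3 SD, cut at about 130% in these data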;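 also: 0% = background luminescence of wells with medium and substrate only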
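Material: STAT1-lacking human U3A cells, STAT3 luciferase reporter | Benchmarks: IL-6-only wells as 100% reference | Probe or stimulus: IL-6 (33 ng/mL) | Timing: Compound 1 h, then IL-6 6 h at 37 °C | Detection: Luminescence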
* = called active by the depositor.

What do the screens show for `CCOC(=O)c1[nH]ncc1CN1CCN(Cc2ccc(C)cc2)C(CCO)C1` (stereo not drawn)?
Efa HMGR inh: -3; DTT redox prof: -1.7; TLR4-MyD88 BLA: -21; STAT3 blocker: -3; STAT1 activator: 107; APP 5'UTR act: 10; Hsp70 activator: 0.2; STAT1 blocker: -9; STAT3 activator: 107

How did CC(C)CC1NC(=O)N(CC(=O)Nc2ccc3c(c2)CCC3)C1=O (stereo not drawn) do in these assays?
Efa HMGR inh: 4; DTT redox prof: 0.0; TLR4-MyD88 BLA: -1; STAT3 blocker: -15; STAT1 activator: 114; APP 5'UTR act: 9; NF-kB expr up: 1.1; Hsp70 activator: -0.1; STAT1 blocker: -13; STAT3 activator: 118

What do the screens show for `COc1ccc(N(CC(=O)NCc2ccc(C)cc2)S(=O)(=O)c2c(C)nn(C)c2C)cc1`?
Efa HMGR inh: 0; DTT redox prof: 0.2; TLR4-MyD88 BLA: -3; STAT3 blocker: 8; STAT1 activator: 95; APP 5'UTR act: -2; NF-kB expr up: 1; Hsp70 activator: -0.5; STAT1 blocker: 6; STAT3 activator: 96

What do the screens show for `O=S(=O)(c1ccc(SCCO)nc1)N1CCCC1`?
Efa HMGR inh: 3; DTT redox prof: -0.1; TLR4-MyD88 BLA: 6; STAT3 blocker: 0; STAT1 activator: 97; APP 5'UTR act: 1; NF-kB expr up: 0.89; Hsp70 activator: 0.0; STAT1 blocker: 3; STAT3 activator: 107

Results for CC1=CC(=O)C=C(C)C1=NOC(=O)/C=C\c1ccccc1 ?
Efa HMGR inh: -2; DTT redox prof: -0.8; TLR4-MyD88 BLA: 3; STAT3 blocker: 4; STAT1 activator: 92; APP 5'UTR act: -13; NF-kB expr up: 1.4; Hsp70 activator: -0.4; STAT1 blocker: 9; STAT3 activator: 96

Results for Cc1cc(NCCO)nc(N2CCOCC2)n1 ?
Efa HMGR inh: -2; DTT redox prof: 3.4; TLR4-MyD88 BLA: 4; STAT3 blocker: 0; STAT1 activator: 99; APP 5'UTR act: -6; NF-kB expr up: 0.86; Hsp70 activator: 0.1; STAT1 blocker: 1; STAT3 activator: 104

Results for O=C(COC(=O)c1c2c(nc3ccccc13)CCCC2)c1ccc(Br)s1 ?
Efa HMGR inh: 3; DTT redox prof: 1.1; TLR4-MyD88 BLA: -16; STAT3 blocker: 3; STAT1 activator: 104; APP 5'UTR act: 11; NF-kB expr up: 0.52; Hsp70 activator: -0.6; STAT1 blocker: -4; STAT3 activator: 96

How did O=C1c2cccc3c(N4CCCCC4)ccc(c23)C(=O)N1c1ccc(O)cc1 do in these assays?
Efa HMGR inh: -2; DTT redox prof: -1.2; TLR4-MyD88 BLA: 31*; STAT3 blocker: 6; STAT1 activator: 106; APP 5'UTR act: 34; NF-kB expr up: 1.2; Hsp70 activator: -0.2; STAT1 blocker: -9; STAT3 activator: 96

How did CC1Cc2ccccc2N1S(=O)(=O)c1cccs1 (stereo not drawn) do in these assays?
Efa HMGR inh: -4; DTT redox prof: -0.5; TLR4-MyD88 BLA: -10; STAT3 blocker: -22; STAT1 activator: 97; APP 5'UTR act: 3; NF-kB expr up: 0.88; Hsp70 activator: 0.0; STAT1 blocker: 3; STAT3 activator: 120

What do the screens show for `C#CCOC(=O)/C(=C/C=C/c1ccccc1)NC(=O)c1ccccc1`?
Efa HMGR inh: 1; DTT redox prof: -0.1; TLR4-MyD88 BLA: 5; STAT3 blocker: 3; STAT1 activator: 103; APP 5'UTR act: -7; NF-kB expr up: 1.1; Hsp70 activator: -0.5; STAT1 blocker: -3; STAT3 activator: 100

How did Cc1ccc(OCC(=O)Nc2cnn(CCCC(=O)O)c2)c([N+](=O)[O-])c1 do in these assays?
Efa HMGR inh: 2; DTT redox prof: 0.8; TLR4-MyD88 BLA: 7; STAT3 blocker: 5; STAT1 activator: 99; APP 5'UTR act: -10; NF-kB expr up: 1; Hsp70 activator: -0.2; STAT1 blocker: 0; STAT3 activator: 106

What do the screens show for `COc1ccc(NC2c3ncccc3C(=O)N2Cc2ccccc2)c(OC)c1` (stereo not drawn)?
Efa HMGR inh: 2; DTT redox prof: 0.0; TLR4-MyD88 BLA: -6; STAT3 blocker: -6; STAT1 activator: 95; APP 5'UTR act: -1; NF-kB expr up: 0.85; Hsp70 activator: 0.3; STAT1 blocker: 6; STAT3 activator: 106

What do the screens show for `CCOn1c(SCC)nc2ccccc2c1=O`?
Efa HMGR inh: 1; DTT redox prof: -4.1; TLR4-MyD88 BLA: 0; STAT3 blocker: -12; STAT1 activator: 94; APP 5'UTR act: -10; NF-kB expr up: 1.8; Hsp70 activator: 0.0; STAT1 blocker: 7; STAT3 activator: 115

What do the screens show for `O/N=C1\CCCc2nnc3c(c21)CCCC3`?
Efa HMGR inh: -1; DTT redox prof: -2.4; TLR4-MyD88 BLA: 21; STAT3 blocker: 9; STAT1 activator: 91; APP 5'UTR act: 27; NF-kB expr up: 1.1; Hsp70 activator: -0.3; STAT1 blocker: 11; STAT3 activator: 98

What do the screens show for `CCC1CCCCN1CCCNC(=O)C1CCC(Cn2c(=O)[nH]c3ccccc3c2=O)CC1` (stereo not drawn)?
Efa HMGR inh: 0; DTT redox prof: -0.1; TLR4-MyD88 BLA: 11; STAT3 blocker: 1; STAT1 activator: 101; APP 5'UTR act: -5; NF-kB expr up: 0.99; Hsp70 activator: -0.1; STAT1 blocker: -1; STAT3 activator: 97

Results for CCCCN(CCCC)C(=S)NC(=O)c1ccccc1Cl ?
Efa HMGR inh: -7; DTT redox prof: 0.1; TLR4-MyD88 BLA: -9; STAT3 blocker: 14; STAT1 activator: 106; APP 5'UTR act: 2; NF-kB expr up: 1; Hsp70 activator: -0.2; STAT1 blocker: -6; STAT3 activator: 91

Results for O=C(OCc1cc2ccccc2[nH]c1=O)C1CCCO1 (stereo not drawn) ?
Efa HMGR inh: -1; DTT redox prof: 0.0; TLR4-MyD88 BLA: 1; STAT3 blocker: -5; STAT1 activator: 96; APP 5'UTR act: 5; NF-kB expr up: 0.99; Hsp70 activator: 0.1; STAT1 blocker: 5; STAT3 activator: 108

Results for Cc1c(Br)c(C(F)(F)F)nn1CC(=O)NCc1ccco1 ?
Efa HMGR inh: 1; DTT redox prof: -0.8; TLR4-MyD88 BLA: -10; STAT3 blocker: 9; STAT1 activator: 95; APP 5'UTR act: -14; NF-kB expr up: 1.2; Hsp70 activator: -0.5; STAT1 blocker: 3; STAT3 activator: 97

Results for CCCC(=O)Nc1cc(C(=O)O)ccc1S(=O)(=O)c1ccc(Cl)cc1 ?
Efa HMGR inh: -6; DTT redox prof: -0.1; TLR4-MyD88 BLA: -4; STAT3 blocker: 4; STAT1 activator: 98; APP 5'UTR act: -11; NF-kB expr up: 1; Hsp70 activator: -0.2; STAT1 blocker: 2; STAT3 activator: 104

How did COc1ccc(NC(=O)c2ccccn2)cc1 do in these assays?
Efa HMGR inh: 3; DTT redox prof: -0.8; TLR4-MyD88 BLA: -6; STAT3 blocker: 77*; STAT1 activator: 84; APP 5'UTR act: 80; NF-kB expr up: 3.3*; Hsp70 activator: -0.3; STAT1 blocker: 27; STAT3 activator: 34

How did COc1cccc(/C=C2/NC(=O)NC2=O)c1OCC(=O)Nc1ccccc1 do in these assays?
Efa HMGR inh: -1; DTT redox prof: -0.2; TLR4-MyD88 BLA: 0; STAT3 blocker: 11; STAT1 activator: 101; APP 5'UTR act: -13; NF-kB expr up: 1; Hsp70 activator: -0.2; STAT1 blocker: -4; STAT3 activator: 94

Results for CC1CCN(CCC(=O)Nc2ccc(Br)cc2)CC1 ?
DTT redox prof: 0.7; TLR4-MyD88 BLA: 7; STAT3 blocker: -6; STAT1 activator: 100; APP 5'UTR act: 7; Hsp70 activator: 0.1; STAT1 blocker: 3; STAT3 activator: 106

Results for COc1ccc(CC(=O)NCc2nnc(SCC(=O)Nc3ncc(C)s3)n2C)cc1 ?
Efa HMGR inh: 6; DTT redox prof: -0.4; TLR4-MyD88 BLA: -1; STAT3 blocker: -2; STAT1 activator: 98; APP 5'UTR act: 1; NF-kB expr up: 1.4; Hsp70 activator: -0.2; STAT1 blocker: 1; STAT3 activator: 103

Results for COc1cccc(/C=C2\Sc3ccc(C(=O)NCc4cccnc4)cc3N(C)C2=O)c1 ?
Efa HMGR inh: -6; DTT redox prof: 0.5; TLR4-MyD88 BLA: 1; STAT3 blocker: 2; STAT1 activator: 90; APP 5'UTR act: 1; NF-kB expr up: 0.94; Hsp70 activator: -0.2; STAT1 blocker: 9; STAT3 activator: 100

What do the screens show for `Cn1ccnc1Sc1cc(NCCCO)c([N+](=O)[O-])c2nonc12`?
Efa HMGR inh: -1; DTT redox prof: 1.0; TLR4-MyD88 BLA: 4; STAT3 blocker: 5; STAT1 activator: 101; APP 5'UTR act: 28; NF-kB expr up: 0.2; Hsp70 activator: -0.2; STAT1 blocker: -2; STAT3 activator: 103

Results for CN(CCNC(=O)CN1CCN(Cc2ccccc2Cl)C1=O)Cc1ccccc1 ?
Efa HMGR inh: -1; DTT redox prof: -0.1; TLR4-MyD88 BLA: 0; STAT3 blocker: -11; STAT1 activator: 100; APP 5'UTR act: 5; NF-kB expr up: 0.81; Hsp70 activator: -0.5; STAT1 blocker: -1; STAT3 activator: 108

Results for O=S(=O)(c1ccc(OCc2nc3ccccc3s2)c(Cl)c1)N1CCOCC1 ?
Efa HMGR inh: -3; DTT redox prof: -2.5; TLR4-MyD88 BLA: 6; STAT3 blocker: -10; STAT1 activator: 110; APP 5'UTR act: 16; NF-kB expr up: 1.4; Hsp70 activator: 1.3; STAT1 blocker: -9; STAT3 activator: 114

How did Cc1ccc(NC(=O)CCC(=O)N/N=C/c2cc([N+](=O)[O-])ccc2O)cc1 do in these assays?
Efa HMGR inh: -4; DTT redox prof: 0.0; TLR4-MyD88 BLA: -1; STAT3 blocker: -9; STAT1 activator: 108; APP 5'UTR act: 1; NF-kB expr up: 0.71; Hsp70 activator: -0.2; STAT1 blocker: -9; STAT3 activator: 111

Results for O=C(COC(=O)c1ccc(O)cc1)NCC1CCCO1 (stereo not drawn) ?
Efa HMGR inh: -3; DTT redox prof: -0.3; TLR4-MyD88 BLA: -10; STAT3 blocker: -16; STAT1 activator: 97; APP 5'UTR act: -8; NF-kB expr up: 1; Hsp70 activator: -0.1; STAT1 blocker: 2; STAT3 activator: 114
